Compound activity: PubChem, several laboratories
TcdB inh = inhibitors of Clostridioides difficile toxin B glycohydrolase; P18177; TcdB glycohydrolase enzymatic assay, plate reader; inhibition, % at 9.99 µM; 350,000 compounds, 0.24% hits; AID 652162; in the data active means inhibition above about 10%
Target sequence (P18177 whole entry, looked up): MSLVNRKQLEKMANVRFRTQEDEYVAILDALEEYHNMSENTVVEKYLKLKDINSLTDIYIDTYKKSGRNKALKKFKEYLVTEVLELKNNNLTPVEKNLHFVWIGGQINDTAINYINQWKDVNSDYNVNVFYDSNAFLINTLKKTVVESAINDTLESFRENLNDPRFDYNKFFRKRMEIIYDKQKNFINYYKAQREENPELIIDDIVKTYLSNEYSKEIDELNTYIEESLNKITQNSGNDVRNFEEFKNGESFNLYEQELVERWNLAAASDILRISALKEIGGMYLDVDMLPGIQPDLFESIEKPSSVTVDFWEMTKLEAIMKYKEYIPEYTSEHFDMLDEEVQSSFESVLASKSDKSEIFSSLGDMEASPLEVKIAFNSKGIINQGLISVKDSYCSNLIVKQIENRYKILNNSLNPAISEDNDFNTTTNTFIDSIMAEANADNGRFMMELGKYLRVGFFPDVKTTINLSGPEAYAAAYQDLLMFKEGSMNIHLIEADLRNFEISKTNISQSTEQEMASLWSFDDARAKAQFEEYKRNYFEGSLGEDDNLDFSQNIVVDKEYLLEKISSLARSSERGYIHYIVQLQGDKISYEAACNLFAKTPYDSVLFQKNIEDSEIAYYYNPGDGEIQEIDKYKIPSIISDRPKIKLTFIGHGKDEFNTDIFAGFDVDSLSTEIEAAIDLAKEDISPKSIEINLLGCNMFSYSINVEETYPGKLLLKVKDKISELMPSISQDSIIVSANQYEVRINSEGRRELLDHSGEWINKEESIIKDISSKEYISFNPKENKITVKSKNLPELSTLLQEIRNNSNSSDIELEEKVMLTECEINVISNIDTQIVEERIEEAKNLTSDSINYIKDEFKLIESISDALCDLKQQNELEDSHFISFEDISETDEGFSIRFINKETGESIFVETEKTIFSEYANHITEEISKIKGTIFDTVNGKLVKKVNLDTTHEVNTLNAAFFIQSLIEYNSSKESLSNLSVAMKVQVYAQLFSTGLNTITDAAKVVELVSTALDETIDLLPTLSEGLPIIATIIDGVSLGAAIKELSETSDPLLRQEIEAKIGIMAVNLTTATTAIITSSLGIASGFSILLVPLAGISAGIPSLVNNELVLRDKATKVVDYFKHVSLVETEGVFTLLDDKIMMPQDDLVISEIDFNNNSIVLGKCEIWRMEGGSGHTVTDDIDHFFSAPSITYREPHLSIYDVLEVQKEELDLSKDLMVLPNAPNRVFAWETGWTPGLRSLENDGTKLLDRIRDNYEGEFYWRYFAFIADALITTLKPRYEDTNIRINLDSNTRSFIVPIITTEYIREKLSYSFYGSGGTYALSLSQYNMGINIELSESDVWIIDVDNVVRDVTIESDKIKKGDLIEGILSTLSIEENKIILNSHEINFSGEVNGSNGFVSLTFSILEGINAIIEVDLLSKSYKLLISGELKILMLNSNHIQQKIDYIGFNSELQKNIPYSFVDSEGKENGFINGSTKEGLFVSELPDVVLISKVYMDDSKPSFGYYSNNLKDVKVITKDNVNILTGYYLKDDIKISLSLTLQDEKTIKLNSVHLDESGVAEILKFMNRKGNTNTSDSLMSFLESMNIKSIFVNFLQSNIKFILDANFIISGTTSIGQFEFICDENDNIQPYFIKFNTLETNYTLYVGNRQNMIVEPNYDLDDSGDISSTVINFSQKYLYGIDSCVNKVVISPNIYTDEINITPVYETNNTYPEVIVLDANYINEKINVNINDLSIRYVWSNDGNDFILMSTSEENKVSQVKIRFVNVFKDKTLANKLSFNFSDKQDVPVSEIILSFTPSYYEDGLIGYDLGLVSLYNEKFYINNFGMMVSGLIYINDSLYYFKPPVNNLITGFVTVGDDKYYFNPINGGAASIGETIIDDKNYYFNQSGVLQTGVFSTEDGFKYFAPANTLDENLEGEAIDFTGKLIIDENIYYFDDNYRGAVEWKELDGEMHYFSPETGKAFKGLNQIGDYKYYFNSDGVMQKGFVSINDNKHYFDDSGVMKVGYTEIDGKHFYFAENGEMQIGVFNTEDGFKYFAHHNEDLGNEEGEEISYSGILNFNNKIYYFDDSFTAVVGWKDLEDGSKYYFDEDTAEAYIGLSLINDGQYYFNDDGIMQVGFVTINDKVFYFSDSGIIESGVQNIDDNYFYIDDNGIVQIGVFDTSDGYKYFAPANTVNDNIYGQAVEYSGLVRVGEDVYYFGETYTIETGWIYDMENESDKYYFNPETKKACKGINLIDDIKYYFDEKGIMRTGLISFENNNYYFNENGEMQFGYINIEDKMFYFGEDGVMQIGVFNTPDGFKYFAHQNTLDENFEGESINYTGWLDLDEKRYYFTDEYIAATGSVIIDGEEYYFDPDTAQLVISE
MazF activator = MazEF (E. coli) toxin RNase activation. P0AE70. AID 504720. activation, % at 20 µM. FAM/BHQ RNA-DNA oligo cleavage fluorescence, 5 h. 350,000 compounds, 0.32% hits; in the data active means activation above about 50%
Vc quorum ag = inducers of Vibrio cholerae quorum light production without autoinducers | V. cholerae BH1578 lux reporter, luminescence, 6 h | activation, % at 18.7 µM | 350,000 compounds, 0.16% hits; in the data active means activation mostly above about 9.7%, no sharp cut-off; inconclusive means no clear call, values can overlap the other calls; inactive means mostly below about 3.7%; further: not every result past the cut was called active; inactives centre near 0; reference of the scale not given here
Y pestis TopoI = inhibitors of Yersinia pestis topoisomerase I; Y. pestis Topo-I cleavage product accumulation, plate reader; activity, % at 10 µM; 360,000 compounds, 0.064% hits; AID 504884; in the data active means activity above about 50%, passing the limit was not always enough; inconclusive means no clear call, values can overlap the other calls; further: inactives centre near 2
VHR inh abs = blocks human VHR1 dual specificity phosphatase; recombinant VHR phosphatase, pNPP absorbance; inhibition, % at 13.3 µM; P51452; 290,000 compounds, 0.52% hits; in the data active means inhibition above about 50%; further: some compounds called inactive have numbers as strong as hits
PriA SSB inh = inhibitors of Klebsiella pneumoniae PriA binding to SSB C-terminal tail. inhibition, % at 33 µM. AID 1272365. 430,000 compounds, 0.6% hits. AlphaScreen SSBct-PriA binding, biotinylated peptide; in the data active means inhibition mostly above about 37%, no sharp cut-off; inactive means mostly below about 20%;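 further: plate controls were negative control peptide for no effect and reference peptide for full effect; strong numbers were not always called active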
PfHsp40 rescue = rescue of PfHsp40-mediated yeast toxicity; S. cerevisiae expressing PfHsp40, growth rescue, ATP luminescence; growth rescue, % at 12.5 µM; 340,000 compounds, 0.68% hits; AID 504582; in the data active means growth rescue above about 28%, passing the limit was not always enough; inconclusive means no clear call, values can overlap the other calls;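 further: yeast W303a lacking pdr1 and pdr3 grown in galactose medium; growth measured after three days at 30 °C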
Rv3671c protease = inhibitors of M. tuberculosis serine protease Rv3671c | P9WHR9 | inhibition, % at 5.96 µM | 320,000 compounds, 0.048% hits; in the data active means inhibition above about 38%;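 further: extracellular domain of Rv3671c used as enzyme; 0% = enzyme with DMSO and 100% = no enzyme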
3CLpro inhibitor = SARS-CoV 3CLpro protease inhibition; recombinant SARS-CoV 3CLpro, quenched FRET peptide cleavage; 290,000 compounds, 0.14% hits; inhibition, % at 6 µM; P0C6X7; in the data active means inhibition above about 12%
Anthrax LF prot = inhibitors of Bacillus anthracis lethal factor protease; P15917; multiplex microsphere protease cleavage assay, LF; inhibition, % at 10 µM; 360,000 compounds, 0.12% hits; AID 588501; in the data active means inhibition above about 30%; inconclusive means no clear call, values can overlap the other calls; further: plate controls were buffer without enzyme for full effect and enzyme alone for no effect
Numbers without * were called inactive; i = inactive; ? = inconclusive; nt = no result given; & = joins results of further samples. A portion of the library; the hit share may differ from the screen's.

canonical_smiles	TcdB inh	MazF activator	Vc quorum ag	Y pestis TopoI	VHR inh abs	PriA SSB inh	PfHsp40 rescue	Rv3671c protease	3CLpro inhibitor	Anthrax LF prot
C=CCN1C(=O)CSc2ccc(C(=O)OCC)cc21	nt	1	-0.4	-3	7	-28	1.9	3	1	2
CCN(CC)c1ccc2cc(C=O)c(=O)oc2c1	nt	-128	i	-1	0	-28	0.2	-15	-3	7
O=C(/C=C/c1cccc([N+](=O)[O-])c1)N1CCN(C(=O)c2ccco2)CC1	nt	-2	-1.6	2	-17	2	-1.0	1	-7	-8
COCCCNC(=O)CN(c1cc(C(F)(F)F)ccc1Cl)S(C)(=O)=O	-0.3	12	-0.6	2	16	-4	?	-6	-3	3
Nc1ncc(-c2ccc([N+](=O)[O-])cc2)cn1	0.6	1	-0.2	0	-39	-13	-1.9	-18	0	0
COc1ccc(NC(=O)CS(=O)CC(=O)Nc2cccnc2)cc1 (stereo unspecified)	1.4	-1	-0.8	7	7	-8	0.0	-7	-5	-4
Cc1ccc(S(=O)(=O)NN2C(=O)/C(=C/c3cccc(F)c3)SC2=S)cc1	1.3	-6	-0.5	6	28	3	12	-1	10	4
O=C(NCCN1CCCC1)c1cc(-c2ccncc2)nc2ccc(S(=O)(=O)N3CCOCC3)cc12	nt	3	0.5	-2	7	1	0.1	-7	-3	-2
CCCOc1c(Br)cc(C(=O)OCC(=O)NC2CC2)cc1OC	0.7	3	-5.3	0	nt	0	0.9	-12	nt	2
Cc1ccc(-n2cc(CNC(C)c3cnn(C)c3)c(-c3ccc(F)cc3)n2)cc1 (stereo unspecified)	2.6	5	0.3	-1	14	-12	0.0	-7	1	-4
CN(CC(=O)O/N=C(\N)c1ccc([N+](=O)[O-])cc1)S(=O)(=O)c1ccccc1	nt	-7	-2.9	-3	8	i	-0.9	-3	1	-2
COC(=O)Cc1ccc(NC(=S)NC2CC2)cc1	2.2	7	-0.2	-3	19	-4	-0.4	-1	-2	-1
CC1SC(c2ccc(Cl)cc2Cl)NC1=O (stereo unspecified)	nt	6	0.3	4	57*	-16	-0.8	7	0	-3
C=CCSc1nc2sc3c(c2c(=O)n1-c1ccc(C)cc1)CCN(C)C3	0.5	1	i	15	-15	6	0.4	nt	-1	1
Cc1cccc(/C=N/NC(=O)C(C)Nc2cccc3ccccc23)n1 (stereo unspecified)	nt	1	i	-2	30	nt	24	12	-16	0
CCCCOc1ccc(NS(=O)(=O)c2ccc(-n3cnnn3)cc2)cc1	0.2	-2	-2.4	-12	1	-7	-0.4	-5	4	2
CCOC(=O)CN1N=C(/C=C/c2ccc(C)cc2)CCC1=O	nt	1	-0.1	5	4	-20	-0.8	-2	2	-1
CCOC(=O)CSc1nnc(-c2ccc([N+](=O)[O-])cc2)o1	-0.2	1	i	-6	4	4	-0.1	6	4	-1
Cc1nc2cc(C(F)(F)F)ccc2n1CCNc1nc(-c2ccc(F)cc2)cs1	0.0	4	i	13	17	-8	0.0	-2	1	6
CC(C)C(c1nnnn1C1CCCC1)N1CCN(c2ccccc2F)CC1 (stereo unspecified)	nt	-19	-0.7	-1	14	-10	0.4	2	-7	0
CC(=O)Oc1ccc(-c2ccc(C(=O)Nc3cccc(S(=O)(=O)N4CCOCC4)c3)cc2)cc1	1.7	-7	-0.3	10	-2	-6	0.5	-76	3	-1
CCC(=O)NC(Nc1cc(C)cc(C)n1)(C(F)(F)F)C(F)(F)F	nt	-1	-0.3	-2	5	-2	0.1	-11	3	-2
c1ccc(COC2CCCN(Cc3nc(-c4cccs4)no3)C2)nc1 (stereo unspecified)	0.4	9	i	6	13	-7	-0.1	-13	0	-1
O=C(NC(Cc1ccccc1)C(=O)O)/C(=C/c1ccco1)NC(=O)c1cccc([N+](=O)[O-])c1 (stereo unspecified)	-1.0	4	i	-6	25	-10	0.6	2	2	-1
NC(=O)C1CCN(c2nc(-c3ccc(F)cc3)cs2)CC1	-2.4	-3	0.8	14	nt	1	-0.4	-3	nt	-7
Cc1ccc(S(=O)(=O)N2CCOCC2)cc1C(=O)NC(C)CCc1ccccc1 (stereo unspecified)	-1.5	2	-0.7	7	nt	-10	-0.9	7	nt	1
CCC(CC)c1nnc(NC(=O)c2cccc(S(=O)(=O)N3CCOCC3)c2)s1	0.4	6	i	4	nt	-9	3.3	-4	nt	-7
Cc1ccc(-c2nc(SCC(=O)N(C)c3c(N)n(Cc4ccccc4)c(=O)[nH]c3=O)n[nH]2)cc1	0.0	-2	0.4	-2	-28	-19	0.4	4	3	-3
Cc1nn2cc(-c3ccc(N)cc3)nc2s1	nt	12	-3.6	6	30	11	12	6	0	1
O=C(Nc1sc(-c2ccccc2)cc1C(=O)O)c1ccccc1	0.9	-29	-0.4	4	18	0	-1.1	13	6	0
CCO[C@@H]1OC(C(N)=O)=C[C@H](C2CC2)[C@H]1CCCO	0.4	1	-5.9	5	nt	-5	1.6	1	nt	0
COc1ccccc1N1CCN(C(=O)c2ccc3[nH]c4c(c3c2)CCCC4)CC1	nt	-5	7.7	-1	6	35	1.8	-7	3	-2
COC(=O)C(Cc1ccccc1)NC(=O)c1cccc(S(=O)(=O)N(C)C)c1 (stereo unspecified)	0.5	4	-0.2	-2	18	-4	0.5	-4	2	-2
CCOC(=O)C1CCCN(C(=O)c2sc3nc(-c4ccc(OC)cc4)cn3c2C)C1 (stereo unspecified)	1.4	-1	-0.4	3	19	-12	-0.3	-5	0	-15
Cc1ccccc1CC(=O)N1CCN(S(=O)(=O)c2cccs2)CC1	1.2	4	0.6	3	7	-12	-1.4	-4	1	-3
Nc1ccc(Oc2ncccn2)c(Cl)c1	0.2	9	i	-5	23	1	-0.8	0	-1	4
COc1ccc(OC)c(CNc2ncc(-c3ccc(F)cc3)n2C)c1	1.9	2	-0.3	17	9	5	0.9	nt	-2	-11
CCCNC(=O)c1ccccc1NS(=O)(=O)c1ccc(OC)c(OC)c1	nt	9	-0.3	-7	1	-3	-1.2	-4	1	4
CCc1nc2ccc(C(=O)Nc3ccc4c(c3)OCC(=O)N4)cn2c1N(CC)Cc1cccc(Br)c1	1.0	nt	-4.5	13	nt	nt	nt	nt	nt	-4
Cc1ccc(S(=O)(=O)N2CCC(C(=O)NCCCOC(C)C)CC2)cc1	0.7	-8	-6.7	-6	13	-10	-0.2	0	3	-5
COC(=O)c1cccc(NC(=O)NC(=O)c2ccccc2Cl)c1	2.0	3	-0.7	2	1	-12	-0.2	5	4	6
CC(C)OC(=O)Cn1cnc2ccc(Br)cc2c1=O	nt	-11	-0.3	9	15	-5	0.4	-1	3	-5
CCc1nnc2c(NCCc3ccc(OC)c(OC)c3)nc3ccccc3n12	0.0	3	i	16	15	3	0.8	nt	0	13
Oc1c(Br)cc(Br)cc1C=Nc1cccc2ncccc12	0.8	-12	i	1	nt	3	0.3	-15	nt	nt
COc1ccc(-c2csc(N3CCN(Cc4ccc5c(c4)OCO5)CC3)n2)cc1	1.0	-2	-5.3	0	4	5	0.3	-1	3	-3
O=C(c1cccs1)N1CCN(C(=O)C(c2ccccc2)c2ccccc2)CC1	nt	5	4.1	19	15	-15	-0.8	0	-1	-2
CCC1(C)Cc2c(C#N)c(N)n(-c3ccccc3)c(=S)c2CO1 (stereo unspecified)	-0.3	3	0.0	8	20	-19	-0.8	2	-5	-4
CN(CC(=O)NCCc1ccc(F)cc1)Cc1ccccc1	1.0	3	-2.8	2	0	-2	-1.2	-1	-1	-3
O=C(NC1CCCCC1)C(c1ccccc1)N(Cc1ccco1)C(=O)Cn1cnc2ccccc21 (stereo unspecified)	nt	-3	-0.5	25	-5	2	-0.6	nt	12	2
CCCCNS(=O)(=O)c1cccc(S(=O)(=O)N2CCCC2)c1	nt	5	i	-1	24	-21	0.1	4	3	-3
O=[N+]([O-])c1ccc(COc2ccc(CN3CCCCC3)cc2)cc1	-0.4	10	-1.0	-2	nt	1	-0.6	nt	nt	0
C[C@H](CO)N1C[C@H](C)[C@H](CN(C)S(=O)(=O)c2cccc(F)c2)OCc2ccccc2-c2c(n(C)c3ccccc23)C1=O	1.3&0.5	-2	-0.6	20	nt	nt	nt	nt	nt	0
COc1ccc(CCNC2CCCCCC2)cc1	-0.2	10	-0.3	-2	30	-5	-1.6	6	3	-1
COc1ccccc1-c1nnn(C/C(N)=N/O)n1	1.4	-19	-0.3	-3	-7	nt	-0.8	5	1	1
Cc1c(C)n(C(=O)CN2CCN(c3ccccn3)CC2)c2ccccc12	nt	-15	i	8	-10	-4	2.2	-5	-3	3
CC(=O)N=c1sc2nc3ccccc3nc2n1N(C(C)=O)C(C)=O	nt	0	i	3	14	1	2.3	9	-7	0
COc1ccc(S(=O)(=O)N2CCCCC2)cc1NS(=O)(=O)c1ccccc1F	6.0	6	-0.5	-4	17	7	-0.5	2	7	0
O=C(COC(=O)c1ccc([N+](=O)[O-])cc1Cl)Nc1cccnc1Cl	0.4	4	i	1	nt	2	-1.1	-4	nt	4
O=C(NN=C1CCN(Cc2ccccc2)CC1)C(O)c1ccccc1 (stereo unspecified)	0.3	-5	-0.3	0	-2	-10	13	-7	2	3
COc1ccc(CN2CC(C(=O)N3CCOCC3)CC2=O)cc1 (stereo unspecified)	nt	6	nt	4	36	-5	1.0	-1	-2	0

Complete entries as entered above. Order of values: TcdB inh, MazF activator, Vc quorum ag, Y pestis TopoI, VHR inh abs, PriA SSB inh, PfHsp40 rescue, Rv3671c protease, 3CLpro inhibitor, Anthrax LF prot
Listed for Oc1c(Br)cc(Br)cc1C=Nc1cccc2ncccc12 → 0.8, -12, i, 1, nt, 3, 0.3, -15, nt, nt
Listed for COc1ccc(CN2CC(C(=O)N3CCOCC3)CC2=O)cc1 (stereo unspecified) → nt, 6, nt, 4, 36, -5, 1.0, -1, -2, 0
Listed for COc1ccc(S(=O)(=O)N2CCCCC2)cc1NS(=O)(=O)c1ccccc1F → 6.0, 6, -0.5, -4, 17, 7, -0.5, 2, 7, 0

(list continues)
canonical_smiles	TcdB inh	MazF activator	Vc quorum ag	Y pestis TopoI	VHR inh abs	PriA SSB inh	PfHsp40 rescue	Rv3671c protease	3CLpro inhibitor	Anthrax LF prot
CCOc1ccc(OCC(=O)OCc2csc(CC(=O)Nc3ccccc3C)n2)cc1	0.3	3	-1.3	18	nt	3	-1.5	0	nt	-3
COc1ccc(C(CNC(=O)c2c(C)nn(Cc3ccccc3)c2Cl)N2CCOCC2)cc1 (stereo unspecified)	0.7	3	5.1	15	nt	-5	-2.5	-5	nt	-8
Cc1onc(-c2ccccc2)c1C(=O)Nc1ccc(S(=O)(=O)NC2=NCCCCC2)cc1	nt	3	-0.2	8	19	-2	0.7	0	1	-16
CC1=[N+](C)c2ccc3ccccc3c2C1(C)C	0.8	20	-0.3	40	-4	-63	-0.6	-220	0	?
CCCC(=O)N1c2ccccc2[C@@H](N(C(C)=O)c2ccccc2)C[C@H]1C	nt	3	i	7	29	-12	-1.8	5	-5	3
O=C1NC2(CCCCC2)N=C1c1ccccc1	nt	4	-0.4	-7	4	-5	-0.7	2	-9	0
CCN(CC)CCCNC(=O)c1ccc2c(Cl)c3c(nc2c1)CCCC3	1.5	0	i	0	14	-10	0.8	3	-4	2
CCCCNC(=S)NNC(=O)c1csc(C)c1	nt	4	i	-12	-9	-15	0.9	-2	6	-3
C#CCOC(=O)CCCNc1ccc([N+](=O)[O-])cc1[N+](=O)[O-]	nt	3	nt	-13	22	7	-0.1	2	0	-7
Cc1ccc(S(=O)(=O)CC(=O)Nc2nnc(C)s2)cc1	0.4	8	-0.6	-5	27	-4	1.3	0	-3	1
